MC4R barr agon: human MC4R agonism via beta-arrestin; P32245; activation, % at 8.9 µM; actives 0.98% (n = 360,000); U2OS MC4R beta-arrestin complementation, luminescence; percent of melanotan II response, DMSO zero; AID 540308;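 active = activation above a per-plate cutoff, the mean activation of sample wells on that plate plus 3 SD, cut at about 8% in these data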
Granule exo inh: blocks lytic granule exocytosis | TALL-104 LAMP-1 surface exposure, flow cytometry; cells stimulated with thapsigargin and PMA | inhibition, % at 10 µM | actives 0.66% (n = 360,000) | AID 651702;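 active = inhibition above about 55%, limit read from the data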
MC4R antag cAMP: antagonists of human melanocortin 4 receptor (MC4R); MC4R-expressing cells, MTII-stimulated cAMP, LANCE TR-FRET; inhibition, % at 6.5 µM; P32245; actives 0.48% (n = 360,000);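 active = inhibition above its plate's cutoff, the mean of tested wells on that plate plus 3 SD, cut at about 29% in these data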;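 note: 0% = Melanotan II alone and 100% = Melanotan II plus saturating MCL0020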
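Material: human MC4R-expressing U2OS cells. Probe or stimulus: Melanotan II challenge. Dosing: 6.5 µM single dose. Times: 30-min compound, 1-h challenge, 1-h detection, room temperature. Technique: TR-FRET with Eu-cAMP and labeled anti-cAMP, 671 nm. Replication: singlicate.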
ABCB6 inh MLPCN: inhibitors of human ABC transporter ABCB6; Q9NP58; K562-ABCB6 porphyrin accumulation, flow cytometry, 1 h; stronger effect = lower value; fluorescence ratio to DMSO, % at 10 µM; actives 0.19% (n = 360,000);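 active = fluorescence ratio to DMSO below 75%, the collection mean minus 3 SD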;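 note: signal is porphyrin accumulated inside mitochondria; 100% equals median channel fluorescence of DMSO control wells; lower ratio means ABCB6 inhibition with less porphyrin fluorescence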
Glyco luc inh: N-linked glycosylation inhibition | D54 ERlucT glycosylation luciferase reporter, 24 h; percent of 100 nM tunicamycin response | reporter increase, % at 12.5 µM | actives 0.23% (n = 360,000) | AID 588692;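 active = mean luciferase reporter signal, scaled so untreated is 0 and the glycosylation-blocking control 100, at or above a set limit in every replicate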;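 note: luciferase carries N-glycosylation sites so blocking glycosylation raises the light; 0% = median of neutral control wells and 100% = median of 100 nM tunicamycin wells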
PDI turbidity: inhibitors of human protein disulfide isomerase | actives 0.052% (n = 350,000) | inhibition, % at 10 µM | PDI insulin aggregation turbidity, A650, 90 min;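 active = mean inhibition across replicates of 30% or more, whatever share of single replicates reach that level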;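 note: absorbance from insulin aggregation driven by PDI reduction with DTT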
Target sequence (P07237 whole entry, looked up): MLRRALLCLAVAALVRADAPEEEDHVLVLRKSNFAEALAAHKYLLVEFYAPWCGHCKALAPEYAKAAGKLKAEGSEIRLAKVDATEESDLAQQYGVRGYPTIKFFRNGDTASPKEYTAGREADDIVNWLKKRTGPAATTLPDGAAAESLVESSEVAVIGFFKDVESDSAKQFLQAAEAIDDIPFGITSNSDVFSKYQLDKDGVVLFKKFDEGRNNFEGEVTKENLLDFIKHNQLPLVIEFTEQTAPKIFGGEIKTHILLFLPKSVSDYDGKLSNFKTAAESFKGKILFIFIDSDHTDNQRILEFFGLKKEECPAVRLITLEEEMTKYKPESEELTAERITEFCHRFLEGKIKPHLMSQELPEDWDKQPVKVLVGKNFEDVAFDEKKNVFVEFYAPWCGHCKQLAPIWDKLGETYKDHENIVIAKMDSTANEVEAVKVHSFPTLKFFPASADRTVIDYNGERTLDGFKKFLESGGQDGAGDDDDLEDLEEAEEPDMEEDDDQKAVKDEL
ABHD5-PLIN5 inh: inhibitors of human ABHD5-perilipin-5 interaction. Q00G26+Q8WTS1. Split G. princeps luciferase complementation, luminescence, 4 h. inhibition, % at 4 µM. actives 0.78% (n = 360,000). AID 602281;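 active = inhibition above the mean inhibition across every tested compound plus 3 SD, cut at about 22% in these data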;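 note: 0% = DMSO only wells and the 100% control is not disclosed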
m5-HT2A agonist: mouse HTR2A agonism via beta-arrestin recruitment. P35363. CHO-K1 mHTR2A beta-arrestin complementation, luminescence; percent of 30 µM serotonin response. activation, % at 7.6 µM. actives 0.66% (n = 360,000);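 active = activation above a run cutoff, the mean activation of all tested compounds plus 3 SD, cut at about 14% in these data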;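 note: 0% = plate median of compound wells and 100% = 30 µM serotonin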
Target sequence (P35363 whole entry, looked up): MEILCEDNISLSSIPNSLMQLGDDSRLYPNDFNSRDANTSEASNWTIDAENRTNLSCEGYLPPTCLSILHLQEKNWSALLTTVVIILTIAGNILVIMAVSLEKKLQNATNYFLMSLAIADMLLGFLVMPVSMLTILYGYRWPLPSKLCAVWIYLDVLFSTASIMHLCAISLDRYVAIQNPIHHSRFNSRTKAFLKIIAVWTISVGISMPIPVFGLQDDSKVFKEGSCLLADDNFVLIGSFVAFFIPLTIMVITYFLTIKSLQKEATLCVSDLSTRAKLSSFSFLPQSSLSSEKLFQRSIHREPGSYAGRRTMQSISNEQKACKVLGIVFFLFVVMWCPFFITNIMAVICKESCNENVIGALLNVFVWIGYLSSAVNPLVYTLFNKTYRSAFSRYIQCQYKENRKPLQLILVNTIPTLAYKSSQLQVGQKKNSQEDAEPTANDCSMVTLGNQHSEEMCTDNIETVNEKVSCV
H9c2 protect: protects H9c2 cardiomyocytes from peroxide injury; H2O2 injury protection, ATPLite, 2 h; protection from H2O2 cell death, % at 20 µM; actives 0.63% (n = 360,000); AID 588492;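 active = compounds giving at least 50% protection of heart cells from peroxide-induced death in the single-dose screen, raw or plate-pattern-corrected value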;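 note: 0% = DMSO wells with peroxide and 100% = DMSO wells without peroxide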
CaV13 ICDI inh: Disruptors of the CACNA1D IQ motif to Ca2+-dependent inactivation inhibitor domain association, primary screening, Förster resonance energy transfer in intact living …; HEK cells, CFP/YFP FRET ICDI-IQ, plate reader, 10 min; percent FRET-ratio fall versus neutral wells; inhibition, % at 12.3 µM; actives 0.098% (n = 340,000); AID 743397;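 active = mean replicate inhibition of at least 30% and at least 1% of replicates passing that level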;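 note: 0% = median of the neutral control wells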
Numbers without * were called inactive; / = no result given. Rows are unselected. Share with any hit: about 4.2%.

The line under a structure holds: CaV13 ICDI inh, Glyco luc inh, MC4R barr agon, ABHD5-PLIN5 inh, Granule exo inh, PDI turbidity, ABCB6 inh MLPCN, H9c2 protect, m5-HT2A agonist, MC4R antag cAMP
- CCOC(=O)c1sc(NC(=O)CSc2ccccn2)c(C#N)c1C
 : /, 1, 0.3, -2, -4, 1, 99, -4, -2, 12
- Cn1ccc2c(N(Cc3ccccc3)Cc3ccccc3)cc3c(c21)C1CCC3O1 (configuration not stated)
 : /, 1, /, -12, 2, /, 120, -7, 1, /
- CC(C(=O)O)N1c2cccc3cccc(c23)S1(=O)=O (configuration not stated)
 : -5, 4, 0.7, 0, 6, -2, 96, 10, 5, 2
- Cc1ccc(C(=O)N/C(=C/c2cccs2)C(=O)N2CCCCCC2)cc1
 : -6, 1, -1.6, 0, -2, -8, 90, 2, 0, 1
- Cc1c(/C=N/NC(=O)c2sc3ccccc3c2Cl)cnn1C
 : 0, 1, 1.9, 5, -1, -5, 86, 10, -6, -10
- CCCCNS(=O)(=O)c1ccc(NC(=O)Cc2ccccc2[N+](=O)[O-])cc1
 : -4, -3, -1.8, -4, 2, 5, 141, -5, -2, -2
- O=C(Cc1ccccc1)Nc1ccc(N2CCCCC2)cc1
 : 4, -9, 0.6, 7, -8, -13, 140, -20, 3, -8
- C=CCOC(=O)C1=C(C)OC(N)=C(C#N)C1c1ccc(OC)c(CSc2ccccn2)c1 (configuration not stated)
 : 4, 2, -0.5, -9, -1, 3, 97, 15, 1, 4
- COc1ccc(-c2noc(C3CCCN(C(=O)Nc4ccccc4F)C3)n2)cc1 (configuration not stated)
 : -2, -7, 3.0, -6, 2, 8, 92, -8, 1, 27
- COC(CNC(=O)c1cccc2c1C(=O)N(Cc1cccnc1)C2)OC
 : -4, -3, -2.4, -5, -1, 5, 101, -2, -1, 0

The line under a structure holds: CaV13 ICDI inh, Glyco luc inh, MC4R barr agon, ABHD5-PLIN5 inh, Granule exo inh, PDI turbidity, ABCB6 inh MLPCN, H9c2 protect, m5-HT2A agonist, MC4R antag cAMP
- O=C(OCC(O)C(O)COC(=O)c1ccccc1)c1ccccc1 (configuration not stated)
 : -1, 0, -2.6, -7, 0, -2, 89, -2, 4, 4
- Cc1cc2n(n1)C(c1ccccc1Cl)Nc1ccccc1-2 (configuration not stated)
 : -4, 1, 0.9, 0, -3, 0, 97, 2, -2, 11
- COc1cc(OC)c2c(=O)c(OC)c(-c3ccc(OC)c(OC)c3)oc2c1
 : /, 0, 1.0, -7, 0, /, 95, 6, 4, 5
- COc1ccc(OC)c(-c2cc(C(=O)N/N=C/c3cc(OC)c(OC)cc3OC)c3ccccc3n2)c1
 : -2, 0, 2.2, 4, 7, 10, 95, 21, 8, 4
- CC(=O)c1cn(C)c(=O)[nH]c1=O
 : -5, 3, 1.4, 4, 0, 3, 103, 5, 1, 4
- O=C(Nc1ccccn1)c1cccc(S(=O)(=O)N2CCc3ccccc3C2)c1
 : -5, -1, -4.4, 3, 2, -5, 97, -2, 0, 4
- COCCN(C(=O)CSc1nnc(C)n1Cc1ccccc1)c1c(N)n(CC(C)C)c(=O)[nH]c1=O
 : -4, 0, -0.6, 0, -1, 6, 99, 4, 3, 6
- CC(C)c1ccc(OCC(=O)N(Cc2ccco2)C2CCS(=O)(=O)C2)cc1 (configuration not stated)
 : -6, -1, -0.4, 4, 3, /, 101, 3, -3, 9
- NC(CCC(=O)NC(CS)C(=O)NCC(=O)O)C(=O)O (configuration not stated)
 : -5, -4, -0.9, -37, -3, -5, 112, 3, -1, 5
- COc1ccc(CCN2C(=O)c3[nH]nc(-c4ccccc4O)c3C2c2ccccc2)cc1OC (configuration not stated)
 : -5, -6, -0.2, 0, 3, -3, 92, 5, 4, 4

The line under a structure holds: CaV13 ICDI inh, Glyco luc inh, MC4R barr agon, ABHD5-PLIN5 inh, Granule exo inh, PDI turbidity, ABCB6 inh MLPCN, H9c2 protect, m5-HT2A agonist, MC4R antag cAMP
- CCOC(=O)N1CCN(c2c(N3CCc4ccccc43)c(=O)c2=O)CC1
 : -5, 0, 0.9, -9, -2, -7, 105, -1, 3, 4
- CSc1sc(C(=O)NCC2CC2)c2c1S(=O)(=O)N(C)c1ccccc1-2
 : -4, 3, -1.0, 3, -3, 4, 97, 13, 1, 4
- COC(=O)CSc1ncnc2c1cnn2Cc1ccccc1
 : /, 3, -1.1, -3, 6, -10, 101, 30, -2, 4
- CCOc1ccc(CC(=O)Nc2c(C(N)=O)oc3ccccc23)cc1OCC
 : 0, 2, -2.4, -4, 5, 2, 86, 8, -2, 8
- Cn1c(=NC(=O)c2ccccc2[N+](=O)[O-])sc2cccc(F)c21
 : -3, -2, -0.1, 1, 6, -3, 103, -16, -3, 17
- COCCn1c(C)cc(/C=C2/SC(=O)N(C(C)C(=O)OC)C2=O)c1C (configuration not stated)
 : -7, -9, -1.3, -1, 3, 2, 103, -27, 3, -5
- CCN(CC)CCCCCOc1ccccc1OC
 : -6, 4, -1.8, -7, -3, -2, 93, 2, -3, 2
- CCC(Oc1ccccc1)C(=O)N1CCN(c2ccccn2)CC1 (configuration not stated)
 : /, 0, -2.4, 3, 1, 2, 102, -1, 4, -2
- O=C(NC1CCCCC1)C(c1cccc2ccccc12)n1c(=O)c(-c2ccco2)nc2ccccc21 (configuration not stated)
 : -6, /, /, 87*, 4, /, /, /, 1, /
- Cn1c(SCc2nn[nH]n2)nc2c1c(=O)n(Cc1ccccc1Cl)c(=O)n2C
 : -8, 0, -1.2, 2, 0, 5, 102, 6, 1, -3

The line under a structure holds: CaV13 ICDI inh, Glyco luc inh, MC4R barr agon, ABHD5-PLIN5 inh, Granule exo inh, PDI turbidity, ABCB6 inh MLPCN, H9c2 protect, m5-HT2A agonist, MC4R antag cAMP
- C[C@@H]1COC(=O)CCC/C=C\C[C@@H](CC(=O)N(CCO)Cc2ccccc2)C(=O)N1
 : -3, 0, 0.8, -6, 1, 4, 97, 1, -3, 6
- Cc1ccc(-c2cc(N)n(-c3ccccc3)n2)cc1
 : -8, -4, -3.1, 2, -2, -11, 92, -17, 1, 0
- N#CC1(C#N)CC(C=O)=C(N)C1(C#N)CC(=O)C12CC3CC(CC(C3)C1)C2 (configuration not stated)
 : -4, 0, 0.5, 6, -6, 10, 111, 0, 2, 12
- C/C(=N\NC(=O)C1(C)NC(C)(C)Cc2ccccc21)c1ccccc1 (configuration not stated)
 : -7, -1, -1.4, 0, 0, 12, 99, -8, 2, 1
- Cc1cccc(NC(=S)N(CCCN2CCOCC2)C(C)c2cc3ccccc3o2)c1 (configuration not stated)
 : -13, 1, -0.3, -1, -1, 1, 94, 18, -5, 5
- C/C(=N\NC(=O)c1cc(C2CC2)nc2ccccc12)c1ccc(O)cc1O
 : -4, -8, -0.6, 12, 5, 4, 101, 51*, -19, 3
- CN(CC(=O)Nc1ccc(N2CCOCC2)cc1)CC(=O)Nc1ccccc1[N+](=O)[O-]
 : -3, 1, -1.1, -5, -2, 0, 98, 5, -4, 10
- O=C(/C=C/c1ccccc1)Nn1cnc2ccccc2c1=O
 : -4, 0, -4.2, 2, -1, 8, 218, 3, 2, 12
- O=C(CSCc1ccccc1)N/N=C/c1ccccc1OCc1ccccc1
 : -10, -3, 1.8, -19, -1, -5, 101, -6, -4, -3
- N#Cc1c(NC(=O)COC(=O)c2nccnc2N)sc2c1CCCC2
 : -7, 0, 3.3, 1, 9, -2, 97, 6, -6, 14

The line under a structure holds: CaV13 ICDI inh, Glyco luc inh, MC4R barr agon, ABHD5-PLIN5 inh, Granule exo inh, PDI turbidity, ABCB6 inh MLPCN, H9c2 protect, m5-HT2A agonist, MC4R antag cAMP
- CC(C)OCCCNC(=O)Nc1cccc2ccccc12
 : -5, 0, -4.3, -3, -1, -2, 100, -2, 1, 0
- Cc1ccc(C)c(/C(O)=C2\C(=O)C(=O)N(Cc3cccnc3)C2c2cccnc2)c1 (configuration not stated)
 : -4, 2, -1.4, 5, 0, -6, 85, -4, 1, 8
- COCOCCn1cc(CN2CCS(=O)(=O)N(Cc3ccc(-c4ccc(C)cc4)cc3)C(CC(C)C)C2=O)nn1 (configuration not stated)
 : -4, 0, 0.5, -1, -4, -4, 90, -3, 7, 9
- CCOC(=O)/C(C#N)=C/Nc1ccccc1OC
 : -6, -1, 1.5, 8, 9, 2, 92, -12, 10, -7
- CCN1C(=O)/C(=C/c2c(C)nn(C)c2C)SC1=S
 : -7, 2, -0.8, 7, -1, 6, 106, -8, -1, 1
- O=C(c1cn(-c2ccccc2)nc1-c1ccc(Br)cc1)N1CCOCC1
 : -3, -1, -1.7, 7, -10, -6, 104, 3, -4, 25
- CCOc1ccc(NC(=S)Nc2ccc(C)c([N+](=O)[O-])c2)cc1
 : -5, -2, -0.1, -8, 2, 12, 93, -13, 0, -1
- Cc1cc(C(=O)CSc2cccc[n+]2[O-])c(C)n1-c1ccc(OC(F)F)cc1
 : 24, -5, -1.7, -2, -1, -12, 95, -18, -6, -7
- Cc1n[nH]c(=S)n(NC(=O)/C=C/C(=O)Nn2c(=S)[nH]nc(C)c2=O)c1=O
 : -6, 2, -1.4, 4, -2, 4, 99, 8, 0, 3
- O=C(CN1CCN(S(=O)(=O)c2ccc(Br)s2)CC1)NC1CCCCC1
 : -2, 0, 0.4, 4, -11, -7, 96, 5, 1, 17

The line under a structure holds: CaV13 ICDI inh, Glyco luc inh, MC4R barr agon, ABHD5-PLIN5 inh, Granule exo inh, PDI turbidity, ABCB6 inh MLPCN, H9c2 protect, m5-HT2A agonist, MC4R antag cAMP
- CSc1ccc(/C=C(\NC(=O)c2ccccc2)C(=O)NCCN2CCOCC2)cc1
 : -6, 3, -0.8, -2, -11, -4, 96, 0, 2, 1
- CN(CC(=O)Nc1ccccn1)S(=O)(=O)c1ccc(Cl)cc1
 : -1, 0, -2.4, -1, 2, 15, 90, 6, -3, 2
- COc1cccc(NC(=O)c2cc(Cl)nnc2Cl)c1
 : 3, 13, 2.4, 1, 1, -4, 98, 18, 3, 4
- O=C(CCNC(=O)c1ccc([N+](=O)[O-])cc1)N/N=C/c1ccc(F)cc1
 : -3, 1, -2.5, -5, -4, -6, 112, 5, 0, 4
- OC(COc1c(F)cc(Br)cc1F)CN1CCN(c2ccc(F)cc2)CC1 (configuration not stated)
 : -3, 0, 4.6, -9, 1, -2, 94, -26, -4, -5

Compound activity as filed in PubChem.
